Screening data deposited in PubChem BioAssay by several laboratories.
M5 PAM = potentiates acetylcholine response at human M5 receptor; AID 624038; P08912; CHO-K1 hM5, Fluo-8 calcium, ACh EC20 PAM; 0% = ACh EC20, 100% = ACh EC100; activation, % at 3 µM; actives 0.3% (n = 360,000);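 active means activation above the run cutoff, the mean activation of all test compounds plus 3 SD, cut at about 18% in these data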
Target sequence (P08912 whole entry, looked up): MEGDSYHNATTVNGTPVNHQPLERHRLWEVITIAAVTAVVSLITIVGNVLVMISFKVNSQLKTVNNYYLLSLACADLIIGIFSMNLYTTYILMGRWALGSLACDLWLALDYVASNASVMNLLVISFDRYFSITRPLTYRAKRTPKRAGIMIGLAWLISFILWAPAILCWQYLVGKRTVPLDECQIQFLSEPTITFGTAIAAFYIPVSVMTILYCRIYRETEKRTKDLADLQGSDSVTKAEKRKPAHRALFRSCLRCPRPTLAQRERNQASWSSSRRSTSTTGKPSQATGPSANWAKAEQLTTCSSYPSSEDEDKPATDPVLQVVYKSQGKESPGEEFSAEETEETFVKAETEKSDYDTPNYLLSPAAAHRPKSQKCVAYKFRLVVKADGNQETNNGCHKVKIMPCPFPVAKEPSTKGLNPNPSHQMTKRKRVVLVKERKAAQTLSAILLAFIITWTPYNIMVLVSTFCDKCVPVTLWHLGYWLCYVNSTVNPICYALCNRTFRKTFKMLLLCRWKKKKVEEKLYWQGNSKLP
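Assay system – human M5 receptor in CHO-K1 cells · Read-out – % activation, ACh-normalized · Technique – Fluo-8 calcium fluorescence · Dosing – single-point, 3 µM nominal · Incubation – Fluo-8 loading 80 min at 37 °C plus 30 min room temperature · Repeats – singlicate, one well per test compound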
CHRM1 PAM = positive allosteric modulators of human M1 muscarinic receptor. P11229. CHO-K1 hM1, Fluo-8 calcium fluorescence, ACh EC20; 0% = ACh EC20, 100% = maximal ACh. activation, % at 3 µM. actives 0.088% (n = 360,000); in the data active means activation above about 19%, passing the limit was not always enough
Target sequence (P11229 whole entry, looked up): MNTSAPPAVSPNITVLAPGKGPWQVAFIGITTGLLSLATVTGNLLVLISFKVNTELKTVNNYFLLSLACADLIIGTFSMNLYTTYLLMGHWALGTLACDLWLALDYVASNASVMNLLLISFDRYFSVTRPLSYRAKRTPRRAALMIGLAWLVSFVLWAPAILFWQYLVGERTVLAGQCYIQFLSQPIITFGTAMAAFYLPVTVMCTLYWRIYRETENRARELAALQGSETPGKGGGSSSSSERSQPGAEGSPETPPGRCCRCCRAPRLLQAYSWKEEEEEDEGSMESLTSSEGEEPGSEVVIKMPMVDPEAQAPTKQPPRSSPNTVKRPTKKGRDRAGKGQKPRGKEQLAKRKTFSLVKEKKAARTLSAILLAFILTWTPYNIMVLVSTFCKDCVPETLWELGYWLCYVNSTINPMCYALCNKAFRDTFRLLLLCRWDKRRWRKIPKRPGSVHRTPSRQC
CHRM4 PAM = CHRM4 positive allosteric modulation; P08173; CHO-K1 hM4/Gqi5, Fluo-8 calcium fluorescence, ACh EC20; 0% = ACh EC20, 100% = maximal ACh; activation, % at 3 µM; actives 0.4% (n = 360,000);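 active means activation above its plate's cutoff, the mean activation of sample wells plus 3 SD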; further: some results filed as inactive read as strong as hits
CHRM4 agonist = agonists of human muscarinic M4 receptor (CHRM4); CHO-K1 hM4/Gqi5, Fluo-8 calcium fluorescence; vehicle 0%, full acetylcholine response 100%; P08173; AID 624127; activation, % at 3 µM; actives 0.14% (n = 360,000);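 active means activation above the run mean over all test wells plus 3 SD, cut at about 32% in these data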;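 further: peak over basal fluorescence ratio per well then scaled between controls; 0% = DMSO wells and 100% = acetylcholine at EC100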
M1 antag = blocks human M1 muscarinic receptor; actives 1.3% (n = 360,000); CHO-K1 hM1, Fluo-8 calcium fluorescence, ACh EC80 antagonist; inhibition, % at 3 µM; AID 588852; P11229;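 active means percent inhibition above its own plate's cutoff, namely the mean of that plate's compound wells plus 3 SD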;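 further: peak over basal fluorescence ratio during 140 s after agonist addition; 0% = ACh EC80 plus DMSO and 100% = DMSO alone without agonist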
CRFR2-BP ag = CRF-BP/CRF-R2 complex agonism | HEK293 CRF-R2/CRF-BP, calcium dye fluorescence (FLIPR); percent of saturating CRF peptide response | activation, % at 13.2 µM | actives 0.46% (n = 350,000) | AID 588473;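 active means activation of at least 50%, plus an integration ratio under a set limit after plate pattern correction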;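 further: plate controls were neutral control wells without compound for no effect and CRF at EC100 for full effect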
M5 ag = agonists of human muscarinic M5 receptor (CHRM5). P08912. CHO-K1 hM5 cells, Fluo-8 calcium fluorescence; 0% DMSO wells, 100% maximal acetylcholine response. activation, % at 3 µM. actives 0.19% (n = 360,000). AID 624037;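 active means activation above the run's mean over test compounds plus 3 SD, cut at about 23% in these data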;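 further: signal is peak over basal fluorescence ratio across the kinetic read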
CHRM5 antagonist = antagonists of human muscarinic M5 receptor (CHRM5); inhibition, % at 3 µM; actives 0.59% (n = 360,000); AID 624040; P08912; CHO-hM5 cells, Fluo-8 calcium fluorescence, ACh EC80;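 active means inhibition above a per-plate cutoff, the mean of that plate's test compounds plus 3 SD, cut at about 27% in these data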;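 further: 0% = acetylcholine EC80 with DMSO and 100% = DMSO without agonist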
M4 antag = blocks acetylcholine activation of human M4 receptor; actives 0.73% (n = 360,000); inhibition, % at 3 µM; P08173; AID 624125; CHO-hM4 cells, ACh EC80, Fluo-8 calcium fluorescence;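 active means inhibition above its plate's cutoff, the mean inhibition of sample wells plus 3 SD, cut at about 27% in these data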;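 further: 0% = acetylcholine EC80 with DMSO and 100% = DMSO without agonist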
The depositor's hits bear a star; · = not tested or not shown. Hits appear at their usual frequency; about 2.8% have a hit in one of these screens.

The line under a structure holds: M5 PAM	CHRM1 PAM	CHRM4 PAM	CHRM4 agonist	M1 antag	CRFR2-BP ag	M5 ag	CHRM5 antagonist	M4 antag
1	COc1ccc(C2C=C(C)Nc3nc4ccccc4n32)cc1 (stereo not drawn)
 : 2	12	6	1	-14	27	-2	7	1
2	O=C1CC(c2ccccc2)Cc2nc(N3CCc4ccccc43)ncc21 (stereo not drawn)
 : 1	5	1	0	-12	0.5	-1	4	7
3	O=C(NCc1ccccc1)c1ccccc1OCC(=O)N1CCCCC1
 : -9	2	-1	2	-3	-1.8	4	1	-3
4	Cc1nc(N2CCN(c3ccccn3)CC2)c2c(C)c(C(=O)Nc3ccc(Cl)cc3)sc2n1
 : -1	4	-6	0	-7	-0.8	1	5	3
5	Cc1ccc(S(=O)(=O)N(CC(=O)N/N=C/c2ccccc2C(=O)O)c2cc(Cl)cc(Cl)c2)cc1
 : 8	12	-5	0	-8	-0.3	0	-5	-3
6	Cc1cc(N2CCOCC2)c2c(N)c(Br)cc(C)c2n1
 : -2	3	-9	-1	-16	-1.2	-2	6	10
7	CCOC(=O)c1cnn(-c2ccc(Cl)cc2)c1C1CCN(C(=O)OC(C)(C)C)CC1
 : -15	-1	12	0	1	3.6	-13	-4	-2
8	COc1ccc(C2CC(c3ccc(Br)cc3)=NN2C(=O)CN2CCCC2)cc1 (stereo not drawn)
 : 5	5	-15	2	-9	-0.8	-4	6	-5
9	CCN(CC)c1ccc(C(=O)OCC(=O)Nc2ccccc2-c2ccccc2)cc1
 : -10	-10	-5	1	12	0.0	-6	24	18
10	c1ccc(CCCN2CCN(c3ccccc3)CC2)cc1
 : -8	1	-1	0	-8	-1.0	-23	5	-5
11	COc1ccc2oc(=O)c(C(=O)N3CCN(c4ccc(F)cc4)CC3)cc2c1
 : -4	-2	3	4	-29	-1.1	-1	2	-12
12	CCCCNC(=O)CCn1c(=O)c2ccccc2n(CC(=O)Nc2ccccc2OCC)c1=O
 : 6	4	-5	3	-8	-0.8	0	1	1
13	Cc1cccc(NC(=O)CSCC(=O)Nc2ccccc2N2CCCCC2)c1
 : -2	4	-1	1	-18	1.2	2	3	-15
14	COc1cc(/C=C(\C#N)C(=O)NC(C)C)cc(Cl)c1O
 : 0	12	2	-1	-6	7.3	-1	13	-8
15	CC(C)C(=O)Nc1ccc(NC(=O)c2ccco2)cn1
 : -1	-2	8	0	5	0.0	-7	-2	2
16	CN(C)S(=O)(=O)c1cccc(CSCc2cccc(S(=O)(=O)N(C)C)c2)c1
 : -16	-13	-10	15	38*	5.1	11	41*	19
17	NC(=O)c1c(/N=C/c2cccnc2)sc2c1CCCC2
 : -4	5	1	1	-11	0.0	1	-5	-21
18	CCOc1ccc(CN2CCN(CCCc3ccccc3)CC2CCO)cc1 (stereo not drawn)
 : -5	5	-5	2	-19	-1.0	-1	1	-9
19	COC(=O)[C@H](CCSC)NC(=O)NCCC1=CCCCC1
 : -21	-10	0	1	18	-0.2	-1	35*	9
20	COc1ccccc1CNC(=O)C1CCCC1
 : -6	-4	3	1	6	-1.3	-2	11	7

As entered above:
`CN(C)S(=O)(=O)c1cccc(CSCc2cccc(S(=O)(=O)N(C)C)c2)c1` in CHRM1 PAM shows -13
`Cc1cccc(NC(=O)CSCC(=O)Nc2ccccc2N2CCCCC2)c1` in CHRM1 PAM shows 4

Additional records follow:
The line under a structure holds: M5 PAM	CHRM1 PAM	CHRM4 PAM	CHRM4 agonist	M1 antag	CRFR2-BP ag	M5 ag	CHRM5 antagonist	M4 antag
21	Cc1cccc(-c2noc(CN(C(=O)c3ccc(Br)o3)C(C)C)n2)c1
 : 2	-7	7	0	2	2.2	-10	4	-8
22	CC(=O)NNC(=O)c1sc(=S)n2c1[nH]c(=O)c1sccc12
 : -11	6	1	2	-6	2.0	-3	18	1
23	Cc1ccc(CNC(=O)CS(=O)Cc2nc(-c3ccccc3F)oc2C)cc1 (stereo not drawn)
 : 1	6	2	2	-9	0.9	-2	-6	-9
24	CCn1c(-c2c[nH]c3ccccc23)n[nH]c1=S
 : 0	16	1	0	-24	0.5	1	7	1
25	CC(O)c1nc2ccccc2n1Cc1ccc([N+](=O)[O-])cc1 (stereo not drawn)
 : -4	4	-5	1	-7	0.5	-1	1	0
26	CC(C)[C@H]1COCCS(=O)(=O)N1Cc1ccccc1-c1ccc(C(C)(C)C)cc1
 : 4	-1	8	0	-5	4.4	-2	-10	-23
27	O=C(CN(Cc1ccco1)C(=O)c1ccc(Cl)cc1)Nc1c(Cl)cc(Cl)cc1Cl
 : 2	12	4	0	-10	5.0	0	-7	-21
28	CCn1cc(C(=O)NCc2cccs2)c(=O)c2ccc(C)nc21
 : -2	9	15	0	-12	-1.0	-4	-12	-6
29	O=C(COc1ccccc1Cl)NCCCN1CCOCC1
 : 6	-5	2	0	-3	0.3	-4	-3	2
30	C/C(=N\NC(=S)NC(C)C)c1ccccc1
 : 11	2	-2	0	-20	-4.3	-12	1	5
31	Cc1ccc(C)c(NC2=NCC(=O)N2c2ccc3c(c2)OCCO3)c1
 : 0	7	-2	-1	-10	0.2	-3	1	6
32	CC(=O)COc1ccc2c(C)c(-c3ccccc3)c(=O)oc2c1
 : -1	-6	-3	3	16	-1.1	0	4	-10
33	CC1=C(C(=O)N2CCCCCC2)CC(CC(=O)NC2CCCC2)C(=O)N1Cc1ccc(C(C)(C)C)cc1 (stereo not drawn)
 : -7	·	-1	9	·	·	0	-13	-27
34	CC(C)(CO)NCc1cc(Br)ccc1OCc1ccccc1
 : 2	5	-8	2	-1	2.7	-3	7	2
35	CC(C)N1C(=O)CCC1C(=O)N1CCC(Cc2ccccc2)CC1 (stereo not drawn)
 : 0	7	4	2	-15	3.2	1	-1	-11
36	O=c1[nH]c2cccnc2n1-c1ccc([N+](=O)[O-])cc1
 : -2	2	10	3	-2	-0.9	-1	7	9
37	Fc1cccc(F)c1-n1c(CN2CCOCC2)csc1=S
 : 3	7	-4	1	-6	0.3	-1	1	-1
38	O=C(NCc1ccccn1)c1cc(S(=O)(=O)N2CCCCC2)ccc1Cl
 : 2	2	-4	2	-3	2.4	2	2	11
39	CC(=O)Nc1ccccc1NC(=O)C/C(C)=N/NC(=O)c1ccccn1
 : 6	2	-3	1	2	1.6	-2	-10	3
40	COc1ccc(C(=O)Nc2nc3cc(OC)c(OC)cc3c(=O)[nH]2)cc1
 : 7	9	-9	0	-9	-0.4	0	-8	13
41	O=C(COc1ccc(=O)n(-c2ccccc2)n1)Nc1ccccc1
 : -4	-3	6	11	-4	-2.5	2	-1	-6
42	NC1=NC(=O)/C(=C/c2ccccc2OCC(=O)Nc2ccc(F)cc2)S1
 : -2	0	4	2	1	0.3	1	7	-20
43	CCNC(=S)Nc1ccc2ncoc2c1
 : -4	12	-10	1	-3	-1.2	1	19	-3
44	Cc1csc(NC(=O)CSc2nc(C(C)C)nc3ccccc23)n1
 : -7	-5	-11	4	3	0.0	0	15	6
45	Cc1cccc(-n2nc(CC#N)c(C#N)c2N)c1
 : 5	3	-4	1	-6	0.7	-2	4	-13
46	O=[N+]([O-])c1cc(-c2nc(-c3ccncc3)no2)ccc1Cl
 : 11	11	10	2	-4	-1.7	-1	-14	-3
47	COC(=O)c1cc(C#N)c(N2CCOCC2)nc1C
 : -3	13	4	1	-8	-3.9	-1	-5	-5
48	Cc1cc(C(=O)N(C)CC(=O)Nc2ccc(Cl)c(C(F)(F)F)c2)no1
 : -8	11	11	2	-11	0.2	2	5	-12
49	O=C(c1ccco1)N1CCN(C(c2ccccc2F)c2nnnn2CC2CCCO2)CC1 (stereo not drawn)
 : -4	4	2	1	-6	-1.9	-1	-3	-5
50	CN1CCN(C(=O)c2ccc(-c3ccccc3)cc2)CC1
 : 10	5	-2	0	-8	0.1	-2	-1	0
51	CN(CC(=O)Nc1ccc(Cl)c(C(F)(F)F)c1)CC(=O)NC1CCCCC1
 : -17	-6	2	13	26*	1.3	15	11	9
52	CN(C(=O)CCN1C(=O)C2C3C=CC(C3)C2C1=O)c1ccccc1 (stereo not drawn)
 : -2	9	-4	1	-5	-0.1	-2	-10	-1
53	CCOCCCNC(=O)c1ccc(OC(C)=O)cc1
 : 6	7	0	0	-7	-0.7	-1	-10	1
54	CC[C@H](C)[C@@H](CO)NC(=O)[C@H]1O[C@@H](n2ccc(N)nc2=O)[C@H](O)[C@@H]1O
 : -3	6	3	0	1	·	0	6	-6
55	COc1ccc(Cl)cc1NC(=O)NC(C)C(C)(C)C (stereo not drawn)
 : -7	3	-5	3	-3	-0.1	1	-9	-2
56	Cc1ccc(NC(=O)CN(C)C(=O)/C=C/c2cccs2)cc1
 : -6	5	-1	0	1	-0.9	-2	0	1
57	CCOc1cc(/C=N/NC(=O)COc2nc(C)cc(COC)c2C#N)ccc1O
 : 0	-2	3	2	3	-0.7	-2	3	-2
58	CCc1nnc(NC(=O)CSc2nnc(CNc3cccc(C)c3)n2-c2ccccc2)s1
 : -5	7	1	1	-14	1.8	-2	4	-3
59	COc1ccc2c(c1)OC(=O)CC2c1cc(OC)c(OC)c(OC)c1 (stereo not drawn)
 : -3	5	-3	1	-9	-1.7	0	1	-5
60	CCCc1cc(=O)[nH]c(SCC(=O)Nc2ccc(Br)cc2Br)n1
 : -18	-13	-10	18	22	-1.6	2	23	11
61	Clc1ccc(Oc2nc(Oc3ccc(Cl)cc3)nc(N3CCOCC3)n2)cc1
 : 5	0	0	0	4	0.4	-1	-2	2
62	CCOC(=O)c1c(C)[nH]c(C)c1C(=O)COc1ncnc2cc([N+](=O)[O-])ccc12
 : -10	-8	-12	10	19	-5.1	0	5	-3
63	COc1ccc(C(=O)Nc2ccc(C(=O)NCCc3ccccc3)cc2)cc1
 : -9	6	-2	2	-8	-1.0	0	5	2
64	CCN1CCN(Cc2ccc(NC(=O)c3cc(NC(=O)c4cc(-c5ccc(OC)cc5)n[nH]4)cc(OC)c3)cc2C(F)(F)F)CC1
 : -9	-2	-3	5	0	-0.9	-10	9	7
65	Cc1cccc(NC(=O)c2nc[nH]c2C(=O)N[C@H](C)c2ccccc2)c1
 : -20	-9	-2	0	10	3.2	-6	9	4
66	O=C(Nc1ccccc1C(F)(F)F)C1CC(=O)N(c2ccccc2F)C1 (stereo not drawn)
 : -5	0	5	1	8	-1.0	0	7	-3
67	Cc1ccccc1N(CC(=O)NCCc1ccccc1)C(=O)c1ccc(N2CCCC2)nc1
 : 14	2	1	0	-6	-2.8	-11	-11	-10
68	CC(=O)N1CCOc2ccc(S(=O)(=O)NCc3ccc(Cl)cc3)cc21
 : -1	15	1	5	-13	-1.1	-3	8	0
69	CC1(NC(=O)Cc2c(Cl)cccc2Cl)CCS(=O)(=O)C1 (stereo not drawn)
 : 5	-2	3	0	9	1.2	1	9	10
70	Cn1c(N)c(C(=O)COC(=O)c2ccccc2C(=O)c2ccc(Cl)cc2)c(=O)n(C)c1=O
 : -9	1	3	9	-9	2.0	0	7	2
71	C/C(=N\NC(=O)c1cc(-c2ccccc2C)nc2ccccc12)c1cccnc1
 : -7	3	-5	-1	-9	26	-4	5	-6
72	CC(C)c1ccc(NC(=O)C2CC3CCC2C3)cc1 (stereo not drawn)
 : 1	-1	-4	0	-1	1.2	-4	2	6
73	COc1ccc(C(=O)Nc2ccccc2C(=O)Nc2ccccc2)cc1
 : -1	4	-1	1	-18	-1.8	0	-1	3
74	NC(=O)c1ccc(OCC2CCCO2)cc1 (stereo not drawn)
 : 1	14	-2	1	-12	-1.1	-3	11	2
